# D2 ag – HTS Assay for Allosteric Agonists of the Human D2 Dopamine Receptor: Primary Screen for Agonists. D(2) dopamine receptor (Homo sapiens), P14416. HEK293 T-REx D2 cells, calcium flux agonist mode. activation, % at 2 µM. 0.53% of 340,000 active. AID 485358, 2010;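 active = activation over 3 SD above normal in the single-dose calcium agonist read, cut at about 30% in these data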; note: 0% is about no effect
# Target sequence (P14416 whole entry, looked up): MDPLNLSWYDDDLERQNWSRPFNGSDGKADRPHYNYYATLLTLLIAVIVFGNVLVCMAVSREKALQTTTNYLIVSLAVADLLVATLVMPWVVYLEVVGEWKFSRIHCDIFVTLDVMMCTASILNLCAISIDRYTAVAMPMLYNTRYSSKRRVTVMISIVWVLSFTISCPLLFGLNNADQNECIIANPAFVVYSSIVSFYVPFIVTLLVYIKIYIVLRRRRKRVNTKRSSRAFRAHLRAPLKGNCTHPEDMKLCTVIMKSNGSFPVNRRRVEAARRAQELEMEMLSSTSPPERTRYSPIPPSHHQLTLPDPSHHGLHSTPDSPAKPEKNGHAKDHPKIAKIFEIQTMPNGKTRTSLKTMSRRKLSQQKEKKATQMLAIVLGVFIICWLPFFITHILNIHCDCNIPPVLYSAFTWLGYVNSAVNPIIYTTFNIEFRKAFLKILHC
#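 Agonism scored from kinetic calcium signal (1 read/sec, 180 s) following compound pin transfer, after a 10 s baseline. Cells: HEK293 Trex line expressing inducible D2 receptor coupled to calcium, dye-loaded after overnight culture at 30 C.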
# D2 antag – HTS Assay for Allosteric Antagonists of the Human D2 Dopamine Receptor: Primary Screen for Antagonists | D(2) dopamine receptor (Homo sapiens), P14416 | HEK293 TREx D2 cells, calcium flux, dopamine EC80 | inhibition, % at 10 µM | 2% of 340,000 active | AID 485344, 2010; in the data active = inhibition above about 30%; note: 0% is about no effect
#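 Dopamine at EC80 is the agonist stimulus; test compounds precede it by 180 s. Calcium flux read kinetically in a force-coupled, inducible HEK293 T-REx D2 cell line.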
# Glioma ERSR ind – qHTS for Inducers of the Endoplasmic Reticulum Stress Response (ERSR) in Human Glioma: qHTS; U87-MG GRP78 promoter luciferase reporter, 16 h; Potency, µM, inactives show at the top dose activation, hits mostly activators; 0.02% of 420,000 active; AID 602332, 2012; note: potency is the fitted concentration of half-maximal effect; series mostly up to about 76 µM; % of control where 0% means no effect; nearly all actives have a fitted effect of over 35% in size
#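 Stably transfected U87-MG glioma cells carrying a GRP78-based luciferase sensor; 16 h compound incubation. Luminescence end-point read 10 min after Bright-Glo addition at room temperature.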
# 12-LOX inh – Primary qHTS assay for inhibitors of human arachidonate 12S-lipoxygenase (ALOX12): Round 2; Polyunsaturated fatty acid lipoxygenase ALOX12 (Homo sapiens), P18054; purified 12hLO, xylenol orange hydroperoxide absorbance; Potency, µM (top dose mostly 108 µM), inactives show at the highest dose activity change, negative = inhibition, most hits filed as inhibitors; 1.1% of 580,000 active; AID 1671190, 2021; note: potency is the fitted concentration of half-maximal effect; % is set by controls: 0 for no effect and ±100 for the full control effect
#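 Hydroperoxide product was detected by ferrous iron/xylenol orange as the 573 to 405 nm absorbance ratio. Arachidonic acid at 40 uM (final) was turned over for 30 min at room temperature by 150 nM human 12hLO, pH 7.0 Hepes buffer, after 15 min compound preincubation.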
# ERG Ets-DNA blk – qHTS for Small Molecule Inhibitors of the ERG Ets/DNA interaction; fluorescence polarization, His-ERG Ets domain / labelled DNA; Potency, µM (doses to about 76.9 µM), inactives show at the top dose FP activity, negative = inhibition, most hits filed as inhibitors; 0.028% of 370,000 active; active = well fitted inhibition curve with a large enough effect in the polarisation, with a control signal flat; inconclusive = small, poorly fitted or top-dose-only effect, or effect the other way, or a change in a side signal; inactive = no such curve, though single readings can be large or run the other way; the % refers to the polarisation;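 note: polarization taken with two DNA probes labelled with fluorescein and Texas red; potency is the fitted concentration of half-maximal effect; % of control where 0% means no effect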
# Target sequence (P11308 whole entry, looked up, the tested form may be a part): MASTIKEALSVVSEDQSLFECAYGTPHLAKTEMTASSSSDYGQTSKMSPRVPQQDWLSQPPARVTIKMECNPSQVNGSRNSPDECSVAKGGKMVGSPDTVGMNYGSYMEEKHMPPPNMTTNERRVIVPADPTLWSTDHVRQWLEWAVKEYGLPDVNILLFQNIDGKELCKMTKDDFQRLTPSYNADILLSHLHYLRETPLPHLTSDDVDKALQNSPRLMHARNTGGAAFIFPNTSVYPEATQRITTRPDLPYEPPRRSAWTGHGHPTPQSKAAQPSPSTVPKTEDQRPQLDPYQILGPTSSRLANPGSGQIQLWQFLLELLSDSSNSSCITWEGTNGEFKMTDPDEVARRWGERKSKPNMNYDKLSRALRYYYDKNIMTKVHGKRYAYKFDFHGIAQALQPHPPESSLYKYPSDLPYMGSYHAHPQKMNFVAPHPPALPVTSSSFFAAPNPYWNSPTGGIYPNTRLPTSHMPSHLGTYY
#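 His-tagged ERG Ets domain (1 uM in the protein solution; 300mM KCl, 50mM Tris-HCl, 1mM EDTA, 1mM DTT, pH 7.5) received compound, then a probe mix of 5 nM fluorescein-DNA and 100nM Texas-615-DNA. Fluorescence polarization was read for both dyes.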
# Vif-A3G inh – qHTS for Inhibitors of Vif-A3G Interactions: qHTS. DNA dC->dU-editing enzyme APOBEC-3G (Homo sapiens), Q9HC16. HeLa A3G-eYFP + Vif (tagged APOBEC3G with the HIV-1 protein that degrades it), YFP fluorescence, overnight. Potency, µM (doses to about 46.1 µM), for the others: top-dose activity, negative = active, hits mostly inhibitors. 0.076% of 410,000 active;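 note: potency is the fitted concentration of half-maximal effect; % is set by controls: 0 for no effect and ±100 for the full control effect; nearly all actives have a fitted effect of over 60% in size; hits raise eYFP signal because A3G escapes Vif-driven loss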
#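 HeLa cells stably expressing Vif and C-terminally eYFP-tagged A3G, seeded overnight at 37 deg C, then exposed to compound by pintool overnight at 37 deg C. Rise in yellow fluorescence (Ex 488/Em 500-530, Acumen) marks blocked Vif-driven A3G degradation.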
# Vif-APOBEC3F blk – qHTS for Inhibitors of Vif-A3F Interactions: qHTS. 0.2% of 390,000 active. Potency, µM (titrated, usually from 46.1 µM), for the others: at the top dose activity, negative = active. HeLa A3F-eYFP + Vif (tagged APOBEC3F with the HIV-1 protein that degrades it), YFP fluorescence increase; note: potency is the fitted concentration of half-maximal effect; % of control where 0% means no effect; nearly all actives have a fitted effect of over 65% in size
#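 HeLa cells stably expressing A3F-eYFP plus Vif, plated and incubated overnight at 37 deg C, then exposed to compounds overnight at 37 deg C. Blocked degradation read as raised yellow fluorescence (Ex 488/Em 500-530).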
# LDHA inh – qHTS assay for inhibitors of human lactate dehydrogenase. purified LDHA, NADH/diaphorase-resazurin fluorescence; hits give low values. activity change, % (values are at about 110 or 230 µM). 0.15% of 480,000 active; in the data active = activity change below about -30%; inconclusive = mostly about -25% to -30%;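 note: plate controls were DMSO wells for no effect and wells without enzyme for full effect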
#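 Enzyme activity of human lactate dehydrogenase 5 (2 nM; 0.06 mM NADH, 0.2 mM pyruvate, 5 min, RT) is measured via a resazurin/diaphorase fluorescence readout of residual NADH.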
# RGS4 inh – Inhibitors of Regulator of G Protein Signaling (RGS) 4: qHTS | Regulator of G-protein signaling 4 (Homo sapiens), P49798 | Transcreener GDP fluorescence polarization, RGS4-accelerated GTP hydrolysis | Potency, µM (highest dose often 114 µM), without a hit: top-dose activity change, negative = inhibition, actives largely listed as inhibitors | 0.039% of 390,000 active | AID 504845, 2011; note: potency is the fitted concentration of half-maximal effect; % is set by controls: 0 for no effect and ±100 for the full control effect; nearly all actives have a fitted effect of over 75% in size; some results filed as inactive show a strong effect at the top dose
# Target sequence (P49798 whole entry, looked up): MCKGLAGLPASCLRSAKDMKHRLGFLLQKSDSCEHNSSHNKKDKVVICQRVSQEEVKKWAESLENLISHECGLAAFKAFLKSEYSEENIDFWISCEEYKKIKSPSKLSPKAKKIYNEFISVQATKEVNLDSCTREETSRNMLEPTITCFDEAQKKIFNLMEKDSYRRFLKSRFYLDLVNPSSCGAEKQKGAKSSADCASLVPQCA
#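 MLSMR compounds (23 nl, pin-transferred) preincubated 10 min at room temperature with a 500nM (2x) first reagent, then RGS4 at 900nM (2x) plus Transcreener GDP mix added; fluorescence polarization (620/688 nm) read before and after 90 min at 30 °C.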
# Active calls of the source: *; u = inconclusive; x = not tested or not shown; & = joins results of further samples; [ ] = remark or other dose. Unless noted, calls come from the whole dose curve; as a rule, active = well fitted curve in the direction sought with a large enough effect; inconclusive = small, poorly fitted or top-dose-only effect, or another doubt; inactive = no such curve, though single readings can be large; an effect the other way counts as inactive or inconclusive.
structure	D2 ag	D2 antag	Glioma ERSR ind	12-LOX inh	ERG Ets-DNA blk	Vif-A3G inh	Vif-APOBEC3F blk	LDHA inh	RGS4 inh
O=C(NCC1CCCO1)c1sc(=S)n2c1[nH]c(=O)c1ccc(C(=O)N3CCCCC3)cc12 (configuration not stated)	1.4	11	8%	-24%	-3%	-5%	-1%	-17	-12%
O=C(CN1CCN(c2ccccn2)CC1)Nc1cccc(Cl)c1Cl	x	x	-1%	63%[activator]	-9%	-1%	5%	-1	-19%
CC(=O)NC1=NN(C(C)=O)C(c2ccc(C(C)C)cc2)S1 (configuration not stated)	1.2	-3	4%	-11%	-10%	1%	-2%	-3	5%
CCN(CCCNC(=O)CN1C(=O)COc2ccccc21)c1cccc(C)c1	0.6	5	-3%	u	1%	2%	1%	4	-16%
CCCc1[nH]nc2c1C1(C(=O)N(C(C)C)c3ccccc31)C(C#N)=C(N)O2 (configuration not stated)	0.3	21	-1%	-1%[57.4 µM]	-5%	-1%	-3%	-4	19%
O=C1Nc2ccccc2C1=NN1CCCCCC1	x	x	-3%	-13%	-27%	-3%	3%	-3	-5%
O=C(Nc1cccnc1)c1cc(-c2cccc(Cl)c2)on1	0.0&0.1	0	-1%&-1%	-4%&-23%	3%&-15%	0%&-1%	-4%&-15%	-9&0	u
c1ccc2sc(N3CCCCC3)nc2c1	x	x	9%	15%	-5%	-1%	-7%	-6	14%
COc1cc2c(CCNC(C)=O)c[nH]c2cc1Cl	0.4	8	-2%&-1%&2%&1%	u	13%	-4%	1%	-9	0%[56.9 µM]
CCCNC(=O)Cn1nc(-c2ccc(F)cc2)c2cnc3ccc(F)cc3c21	x	x	0%	-9%	7%	1%	-6%	2	-14%
Cc1ccc(C)c(N=Nc2nc3ccccc3n2C)c1	1.4	-11	-2%	-10%	x	u	0%	-1	5%
C=CCN(Cc1ccc(Cl)s1)C(=O)c1ccc(F)c(S(=O)(=O)N2CCOCC2)c1	x	x	-3%	-3%	-2%	-4%	-23%	-5	-7%
CCn1c(C(=O)N2CCC(C(=O)NCCCSC3CCCCC3)CC2)cc2sccc21	0.3	3	-4%	-4%	-3%	2%	1%	1	32%
O=C(CSC(=O)c1ccccc1)Nc1ccccc1F	x	x	1%	u	7%	0%	-7%	-6	-30%
CC1=C(C(=O)Nc2ccccc2C)C(c2cccs2)n2nc(SCc3cc(C)ccc3C)nc2N1 (configuration not stated)	0.4	x	0%	u	-10%	1%	1%	-3	-15%
COc1ccc(-c2cc(C(=O)OCC(=O)c3ccc(C)cc3)c3cccc(Cl)c3n2)cc1	2.3	x	-3%	u	7%	-2%	-10%	-14	13%
Cn1cccc1C(=O)C(=O)Nc1ccc(Cl)cc1	0.6	-19	-6%	13%	-10%	0%	-2%	-6	-16%[11.4 µM]
O=C(O)CN1C(=O)C2(OCCCO2)c2ccccc21	1.0	-1	-2%	-10%	-2%	1%	-13%	-9	4%
Cc1ccc(NC(=S)N2CCCC2)cc1Cl	0.2	-2	2%	0%	2%	-14%	2%	0	18%
NS(=O)(=O)c1ccc(NC(=O)COC(=O)c2ccc3c(c2)OCCO3)cc1	-0.2	3	0%	-6%	-5%	-2%	-4%	-4	-17%
C#CC(C)(C)NC(=O)c1cnc(-c2ccccc2)nc1-c1ccccc1	0.4	-8	-2%	-5%	2%	2%	11%	-6	-21%
Cc1ccc2c(c1)c1c(n2CC(O)CN2CCCCCC2)CCCC1 (configuration not stated)	0.8	4	-10%	-4%	1%	1%	-21%	0	2%
COc1cccc(-c2csc(NC(=O)Oc3ccccc3)n2)c1	4.3	-6	6%	u	x	-6%	-7%	-8	4%
S=C(c1ccc(-c2ccc(Cl)cc2)o1)N1CCCCC1	-0.1	-15	3%	16µM*	8%	-3%	-13%	-4	-18%
Cc1cccc(C(=O)NCC(=O)N(C)Cc2nc3ccccc3c(=O)[nH]2)c1	x	x	-4%	9%	-9%	-8%	-6%	-16	-4%

# Later entries:
structure	D2 ag	D2 antag	Glioma ERSR ind	12-LOX inh	ERG Ets-DNA blk	Vif-A3G inh	Vif-APOBEC3F blk	LDHA inh	RGS4 inh
O=C(CSc1n[nH]c(=O)[nH]c1=O)Nc1ccccc1C(=O)c1ccccc1	-1.5	-14	0%	2%	-7%	0%	7%	-10	20%
Cc1ccc(C2=NCCNC2=O)c(C)c1	0.8	-9	-1%	12%	-3%	-5%	-6%	-3	44%
Cc1ccc(SCc2nnc(NC(=O)c3ccccc3)s2)cc1	-0.2	-21	-2%	0%	-4%	2%	-2%	-6	-4%
CCC(NC(=O)c1ccccc1NC(=O)c1ccccc1)C(=O)O (configuration not stated)	-2.2	-4	-5%	-4%	x	-2%	2%	-11	-19%
Cc1cc(OCc2cc(C(=O)N(C)CCc3cnn(C)c3)no2)cc(C)c1Cl	-0.1	-2	2%	-1%	10%	2%	-3%	-3	22%
Nc1cc(N)cc(C(=O)c2ccccc2)c1	x	x	-2%	0%	x	0%	x	6	x
COc1cccc(NC(=O)C2(C)CCN2C(=O)Cc2cccc3ccccc23)c1 (configuration not stated)	x	x	-1%	-5%	x	-3%	x	-6	x
COCCn1cnnc1SCC(=O)Nc1cccc(S(=O)(=O)N2CCCCC2)c1	0.4	4	-6%	15%	-22%[15.4 µM]	2%	0%	-2	-12%
CC(NC(=O)c1cc(S(=O)(=O)N2CCCC2)cn1C)c1ccccc1 (configuration not stated)	0.1	8	-3%	33%[activator]	8%	0%	-14%	-3	40%
CC(=O)Nc1ccccc1-c1nc2ccccc2nc1OCC(=O)c1ccc(Br)cc1	0.1	-29	-3%	-13%	4%	5%	0%	-5	3%
CC(=O)N1c2ccc(S(=O)(=O)NCCC(=O)Nc3ccc(C)cn3)cc2CC1C (configuration not stated)	-0.3	8	-2%	0%	0%	1%	-5%	-11	-5%
C/C=N\NC(=O)CNC(=O)CNC(=O)c1ccccc1	17	8	0%	-7%	35µM*	0%	-13%	-11	u
Cc1ccc(SCCC(=O)Nc2ccc(OCc3ccccc3)cc2)cc1	-0.5	18	-6%	4%	x	-6%	-5%	-15	15%
CCc1ccc(CN(C)CC(O)COc2cccc3ccccc23)cc1 (configuration not stated)	-0.1	4	-6%	u	-9%	-9%	1%	6	-2%
CCOC(=O)C1CCCN(C(=O)C2CCN(S(=O)(=O)c3ccc(Cl)c(C(F)(F)F)c3)CC2)C1 (configuration not stated)	x	x	-5%	-6%	2%[15.4 µM]	4%	0%	-3	-3%
Brc1ccc(COc2ncnc3ccccc23)cc1	0.0	4	-1%	3%	-12%	4%	9%	-6	-18%
COc1ccc(CCNC(=O)c2nc(-c3ccc(Cl)cc3)n3c2CCCCC3)c(OC)c1	-1.8	x	-1%	u	-1%	-1%	-9%	0	9%
Cc1ccc(S(=O)(=O)Nc2cccc3c2O[C@H](CN(C)C(=O)Nc2cccc4ccccc24)[C@H](C)CN([C@H](C)CO)C3=O)cc1	x	x	0%	-8%	7%	-6%	6%	2	7%
Cn1c(SCC(=O)c2c(N)n(C)c(=O)n(C)c2=O)nnc1-c1ccc(F)cc1	-0.8	-4	-5%	-20%	-5%	1%	-1%	-2	3%
COc1ccc(C(=O)NCCc2ccc(F)cc2)cc1OC	x	x	-3%	3%	3%	0%	7%	-6	7%
COc1ccc(C(=O)CSC2=NS(=O)(=O)c3cc(Cl)ccc3N2)cc1	0.5	0	-2%	u	64%[activator]	1%	0%	-4	-9%
Cc1ccccc1N1C(=O)CC2(CCCC2)CC1=O	0.0	7	-4%	0%	8%	1%	13%	-1	-10%
CC1Cc2ccccc2N1C(=O)COC(=O)c1ccc(O)cc1 (configuration not stated)	1.1	-10	1%	-12%	-6%	-5%	2%	-2	23%
CCN(CC)C(=O)COC(=O)c1ccc(C)c(NC(=O)c2ccco2)c1	-0.8	1	-1%	-6%	-7%	2%	-1%	-3	-3%
CCCCN(CC)C(=O)CCn1c(=O)c2cccn2c2cccnc21	-0.4	x	-3%	-23%	-3%	-4%	0%	-4	-2%

# More compounds follow:
structure	D2 ag	D2 antag	Glioma ERSR ind	12-LOX inh	ERG Ets-DNA blk	Vif-A3G inh	Vif-APOBEC3F blk	LDHA inh	RGS4 inh
C#CCOCCOCCOCCNc1nc(N2CCN(C(=O)CCCCCCCCCCNC(=O)[C@@H](CCSC)n3cc(CCO)nn3)CC2)nc(N2CCN(C(=O)CCCCCCCCCCNC(=O)[C@H](CO)n3cc(CCCCCN)nn3)CC2)n1	0.5	11	-5%	x	13%	-17%	8%	1	u
COc1ccc2sc(-c3ccccc3OC)c(-c3ccc(OCCN4CCCC4)cc3)c2c1	x	x	-2%	u	19%	-25%	-4%	0	-4%
O=C(CN(c1cccc(C(F)(F)F)c1)S(=O)(=O)c1ccc(Cl)c([N+](=O)[O-])c1)NCc1ccc(F)cc1	0.5	-6	-12%	-9%	-4%	-14%	-3%	-9	-5%
C[C@@H]1CN([C@H](C)CO)S(=O)(=O)c2ccc(Br)cc2O[C@H]1CN(C)C(=O)Nc1cccc(F)c1	x	x	-4%	u	x	-5%	3%	-16	x

# Screening results (PubChem)

# These rows are one share of the data (hit frequency here may not be typical).
